PI4K2A block – inhibitors of human PI4K2A | Q9BTU6 | purified PI4K2A, ADP-Glo luminescence, 1 h; stronger effect = lower value | activity change, negative = inhibition, % at 76.9 µM | 420,000 compounds, 0.13% hits | AID 1346378; in the data active = activity change below about -50%;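 also: -100% = wells without enzyme as full effect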
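Compounds are screened against recombinant PI4K2A using PI as substrate and ATP, the latter dispensed at 300 microM. Reactions run one hour at ambient temperature before ADP-Glo detection; full inhibition defined by wells lacking enzyme.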
TrxR1 substrate – is turned over as a substrate by rat TrxR1; Potency, µM (titrated, usually from 114 µM), for the others: at the highest dose activity change, negative = substrate turnover; AID 588456; 390,000 compounds, 0.01% hits; O89049; purified TrxR1 substrate turnover, NADPH consumption readout; also: potency is read from the fitted curve at half-maximal effect; % is scaled to controls: 0 for no effect and ±100 for the full control effect; nearly all actives have a fitted effect of over 50% in size
Target sequence (O89049 whole entry, looked up): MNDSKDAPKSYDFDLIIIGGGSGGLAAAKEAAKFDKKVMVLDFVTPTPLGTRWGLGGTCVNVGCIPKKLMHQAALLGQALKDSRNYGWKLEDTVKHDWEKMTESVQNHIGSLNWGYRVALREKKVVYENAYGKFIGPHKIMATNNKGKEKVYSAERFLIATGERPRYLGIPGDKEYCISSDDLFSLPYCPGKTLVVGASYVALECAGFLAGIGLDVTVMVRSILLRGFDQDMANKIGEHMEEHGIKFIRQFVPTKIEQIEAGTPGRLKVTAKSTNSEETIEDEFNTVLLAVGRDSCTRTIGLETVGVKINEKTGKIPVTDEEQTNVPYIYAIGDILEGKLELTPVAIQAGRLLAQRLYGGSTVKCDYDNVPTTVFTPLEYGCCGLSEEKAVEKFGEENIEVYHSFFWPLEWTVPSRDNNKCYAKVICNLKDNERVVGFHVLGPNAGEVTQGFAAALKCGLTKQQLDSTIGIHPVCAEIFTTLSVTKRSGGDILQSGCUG
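Rat TrxR1, dispensed at 90 nM, was prereduced with 400 uM NADPH (final) for 5 min at ~22 deg C, then incubated with compound 15 min before 400 uM selenite. A first-read NADPH fluorescence drop versus no-compound background flagged substrates.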
rTrxR1 inhibitor – inhibitors of rat thioredoxin reductase 1; Potency, µM (doses to about 114 µM), for inactives: at the top dose activity change, negative = inhibition, hits mostly inhibitors; 390,000 compounds, 1% hits; recombinant rTrxR1, NADPH fluorescence consumption, selenite substrate; O89049; AID 588453; also: potency is read from the fitted curve at half-maximal effect; % is scaled to controls: 0 for no effect and ±100 for the full control effect; nearly all actives have a fitted effect of over 65% in size
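Rat TrxR1 (90 nM in the dispensed reagent) was pre-reduced with 400 uM NADPH for 5 min at room temperature, then incubated with compound for 15 min. After 400 uM selenite was added, NADPH fluorescence (Ex 340/Em 450 nm) was followed for 8 min.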
USP1-UAF1 inh – inhibitors of human USP1/UAF1 deubiquitinase | recombinant USP1/UAF1, Ub-Rhodamine cleavage fluorescence | AID 743255 | Potency, µM (highest dose often 57.1 µM), without a hit: top-dose activity change, negative = inhibition, actives largely listed as inhibitors | O94782 | 390,000 compounds, 0.23% hits; also: potency is read from the fitted curve at half-maximal effect; % is scaled to controls: 0 for no effect and ±100 for the full control effect; nearly all actives have a fitted effect of over 60% in size; inactives centre near -12
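USP1/UAF1 complex at 1 nM was preincubated with compound for 15 min at room temperature, then Ub-Rho substrate (150nM final) was added. Fluorescence (480/540 nm) was read kinetically, 6 reads every 60 seconds.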
D2 antag – D2 dopamine receptor (human) antagonism; P14416; HEK293 TREx D2 cells, calcium flux, dopamine EC80; inhibition, % at 10 µM; 340,000 compounds, 2% hits; AID 485344; in the data active = inhibition above about 30%; also: 0% is about no effect
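HEK293 T-REx D2 cells, tet-induced, calcium dye no-wash. Cpd pintool add, 180 s kinetic, then EC80 DA, 180 s kinetic. Ca flux read.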
D2 ag – D2 dopamine receptor (human) agonism; AID 485358; HEK293 T-REx D2 cells, calcium flux agonist mode; activation, % at 2 µM; 340,000 compounds, 0.53% hits;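 active = activation over 3 SD above normal in the single-dose calcium agonist read, cut at about 30% in these data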; also: 0% is about no effect
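Tetracycline-induced HEK293 Trex cells with D2 receptor force-coupled to calcium signaling, plated overnight at 30 C and loaded with no-wash calcium dye. Calcium flux read kinetically for 180 s after compound addition; responses flag agonists.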
TRHR PAM – allosteric enhancers of human TRH receptor | P34981 | 360,000 compounds, 0.66% hits | TRHR cells, fluo-8 calcium fluorescence, EC20 TRH enhancement | AID 493056 | enhancement, % at 2 µM; in the data active = enhancement above about 30%; also: 0% is about no effect
Target sequence (P34981 whole entry, looked up): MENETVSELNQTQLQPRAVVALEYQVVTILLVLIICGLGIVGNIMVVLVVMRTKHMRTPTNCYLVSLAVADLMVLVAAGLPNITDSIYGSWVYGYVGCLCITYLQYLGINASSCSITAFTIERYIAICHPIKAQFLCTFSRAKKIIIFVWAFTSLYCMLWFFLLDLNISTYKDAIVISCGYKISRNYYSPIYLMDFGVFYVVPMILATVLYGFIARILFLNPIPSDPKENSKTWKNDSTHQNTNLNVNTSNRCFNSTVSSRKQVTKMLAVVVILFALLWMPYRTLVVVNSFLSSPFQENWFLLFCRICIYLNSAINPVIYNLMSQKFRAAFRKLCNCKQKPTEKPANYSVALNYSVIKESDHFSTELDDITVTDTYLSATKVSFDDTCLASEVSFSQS
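TRHR-expressing cells loaded with fluo-8 calcium dye were read kinetically (ex 480/em 530) during compound addition, then stimulated with an EC20 of TRH (10 nM final). Enhancement of the Gq-mediated intracellular calcium response was scored.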
TRHR agonist – activates the human TRH receptor; P34981; AID 493084; activation, % at 2 µM; 360,000 compounds, 0.18% hits; TRHR cells, calcium flux fluo-8, FDSS agonist mode; in the data active = activation above about 30%; also: 0% is about no effect
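Agonist-mode FDSS calcium read (Ex 480/Em 530, 1 s cycles) in 1536-well TRHR cells with fluo-8 dye, after 10-cycle baseline and 23 nL compound addition; TRH at EC20 (10 nM final) added afterwards for the enhancer phase.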
IDH1 R132H inh – blocks human mutant IDH1 R132H enzyme; Potency, µM (titrated, usually from 76.6 µM), without a hit: at the highest dose activity change, negative = inhibition, most hits filed as inhibitors; IDH1-R132H enzyme, NADPH consumption, diaphorase/resazurin fluorescence; AID 602179; 390,000 compounds, 0.093% hits; O75874; also: potency is read from the fitted curve at half-maximal effect; % is scaled to controls: 0 for no effect and ±100 for the full control effect; nearly all actives have a fitted effect of over 65% in size
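IDH1-R132H (0.5 ug/mL dispensed) in pH 7.5 Tris buffer was preincubated 30 min with compound, then given a substrate mix of 0.016 mM NADPH and 2 mM alpha-KG for 80 min at room temperature; remaining NADPH was read by diaphorase/resazurin fluorescence.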
* hit, by the source's call; nt = not tested or not shown; & = joins results of further samples; [ ] = remark or other dose. Unless noted, calls follow the shape of the dose curve; as a rule, active = well fitted inhibition curve with a large enough effect; inconclusive = small, poorly fitted or top-dose-only effect; inactive = no such curve, though single readings can be large or run the other way.

Every second line gives: PI4K2A block	TrxR1 substrate	rTrxR1 inhibitor	USP1-UAF1 inh	D2 antag	D2 ag	TRHR PAM	TRHR agonist	IDH1 R132H inh
Cc1cccc(OCC(O)Cn2c(=N)n(Cc3ccccc3)c3ccccc32)c1 (configuration not stated)
    4	-3%	17%	-6%	0	3.6	0	2.5	0%
COc1cccc(Cn2cnc3c(NS(=O)(=O)c4cccc(Cl)c4Cl)c(C)c(C)cc32)c1
    3	-11%	2%	-9%	nt	nt	-4	-0.3	5%
COCCN1C(=O)Cc2c1nc(N)c1c(N)nc(N3CCN(c4ccc(F)cc4)CC3)c(C#N)c21
    4	5%[57.1 µM]	19%[57.1 µM]	-24%	-23	-0.1	0	0.0	-2%
COC(=O)C(Cc1ccccc1)P(=O)(c1ccccc1)c1ccccc1 (configuration not stated)
    0	4%	5%	-20%	-9	-0.4	-11	-0.4	-4%
O=C(CCN1CCCCCC1)Nc1cccc(Cl)c1
    3	-2%[57.1 µM]	-13%[57.1 µM]	4%	-11	0.5	0	0.5	-7%
CCOC(=O)c1cccc(NC(=O)c2ccc3c(Cl)c4c(nc3c2)CCC4)c1
    3	5%	18%	-11%	nt	-0.9	-7	-1.5	2%
O=C(CP(=O)(c1ccccc1)c1ccccc1)Nc1nc2ccc(Cl)cc2s1
    -3	4%[57.1 µM]	7%	-3%	-4	0.8	10	-0.4	1%
O=C(Nc1nnc(S(=O)(=O)N2CCCCCC2)s1)c1ccccc1Cl
    1&2	-8%&-8%	0%&6%	4%&-12%	nt	1.9	0&-4	0.6&0.0	-2%&5%
Cc1cccc(C)c1NC(=O)C(c1cccc([N+](=O)[O-])c1)N(C)C(=O)c1ccccn1 (configuration not stated)
    1	-3%	-7%	-8%	-16	0.2	-1	-0.3	1%
CCCOc1ccc(-c2csc(NC(=O)CN3C(=O)CCC3=O)n2)cc1
    -1	12%[57.1 µM]	23%[57.1 µM]	-11%	15	0.8	6	1.1	-2%
CCOc1cccc(C(=O)Nc2nc(-c3ccc(S(=O)(=O)N4CCOCC4)cc3)cs2)c1
    6	11%[57.1 µM]	33%[57.1 µM]	-2%	-12	-0.6	3	-2.4	2%
CCN(CC)CP(=O)(c1ccccc1)c1ccccc1
    5	12%[57.1 µM]	-55%	-11%	10	-1.0	-3	-0.3	6%
Cc1cc(C)c(N=Cc2c(O)c3ccccc3oc2=O)c(C)c1
    2	-10%	15%[57.1 µM]	-12%	2	0.7	-9	0.0	3%
O=S(=O)(c1cccc(Cl)c1)c1nnn2c1nc(NC1CCCCCC1)c1sccc12
    0	15%	38%[activator]	5%	nt	0.6	8	-0.3	-9%
CN(Cc1ccccc1)C(=O)Cn1c(=O)c2cccn2c2cccnc21
    6	4%	7%	-19%	-7	-0.2	-2	-0.3	0%

One compound at a time, from the list above. Values in the order: PI4K2A block, TrxR1 substrate, rTrxR1 inhibitor, USP1-UAF1 inh, D2 antag, D2 ag, TRHR PAM, TRHR agonist, IDH1 R132H inh
`Cc1cc(C)c(N=Cc2c(O)c3ccccc3oc2=O)c(C)c1` is listed with 2, -10%, 15%[57.1 µM], -12%, 2, 0.7, -9, 0.0, 3%
`O=C(CCN1CCCCCC1)Nc1cccc(Cl)c1` is listed with 3, -2%[57.1 µM], -13%[57.1 µM], 4%, -11, 0.5, 0, 0.5, -7%
`O=C(CP(=O)(c1ccccc1)c1ccccc1)Nc1nc2ccc(Cl)cc2s1` is listed with -3, 4%[57.1 µM], 7%, -3%, -4, 0.8, 10, -0.4, 1%
`COc1cccc(Cn2cnc3c(NS(=O)(=O)c4cccc(Cl)c4Cl)c(C)c(C)cc32)c1` is listed with 3, -11%, 2%, -9%, nt, nt, -4, -0.3, 5%
`O=S(=O)(c1cccc(Cl)c1)c1nnn2c1nc(NC1CCCCCC1)c1sccc12` is listed with 0, 15%, 38%[activator], 5%, nt, 0.6, 8, -0.3, -9%

The listing continues.
Every second line gives: PI4K2A block	TrxR1 substrate	rTrxR1 inhibitor	USP1-UAF1 inh	D2 antag	D2 ag	TRHR PAM	TRHR agonist	IDH1 R132H inh
O=C(NCCNC(=O)c1cc(OCC(F)(F)F)ccc1OCC(F)(F)F)Nc1cccc(C(F)(F)F)c1
    2	-10%	-8%	-24%	2	1.3	2	1.4	0%
Cc1nc(-c2ccc(Cl)cc2)sc1C1(C)CC(c2cccc(Cl)c2)=NO1 (configuration not stated)
    -2	11%[57.1 µM]	17%[57.1 µM]	-16%	0	0.5	8	2.1	1%
N=C1C(c2nc3ccccc3[nH]2)=C(O)CN1C1CCCCC1
    1	4%[57.1 µM]	4%[57.1 µM]	9%	13	8.4	3	-0.7	3%
CCCCNC(=S)N(C)/N=C/c1sc(N2CCCCC2)nc1-c1cccs1
    nt	nt	nt	nt	-10	1.6	-1	0.2	nt
Cn1cc(S(=O)(=O)N2CCc3ccccc32)cc1C(=O)NC1CCCCC1
    0	1%[57.1 µM]	19%[57.1 µM]	-17%	14	0.4	24	-0.5	-21%
Fc1ccc(CNC(=S)NC2CCCCCC2)cc1
    -2	1%[57.1 µM]	21%[57.1 µM]	2%	6	2.0	-11	-0.2	-2%
COc1ccc(-c2cc(C(=O)N3CCN(C(c4ccccc4)c4ccccc4)CC3)no2)cc1
    -2	-2%	7%	-12%	-11	0.5	8	-0.1	-7%
Nc1ccc2c(c1)OC1(CCCCC1)O2
    -3	4%[57.1 µM]	11%[57.1 µM]	-8%	-3	0.1	-6	0.1	14%
Cc1cccc(Nc2nc(N3CCOCC3)nc(N3CCOCC3)n2)c1
    -3	5%	18%	-21%	7	0.4	8	0.1	7%
COC(=O)c1oc2ccc(OC)cc2c1N
    1	62%[activator]	-6%	-11%	-1	-0.1	9	-0.6	2%
N/C(=N\OS(=O)(=O)c1ccc(Cl)cc1)c1cccnc1
    2	-5%	-4%	-23%	-5	-0.3	-3	-0.4	2%
O=c1c2ccccc2ncn1-c1cccc(Br)c1
    3	6%	20%	-19%	9	1.3	5	0.0	-7%
COc1ccc(-c2noc(CN(C(=O)c3ccccc3Cl)C(C)C)n2)cc1
    -1	-3%	15%	-11%	nt	0.9	-7	0.6	0%
Cc1ccc(C(=O)N/N=C2\CCSC2)cc1[N+](=O)[O-]
    7	2%	-1%	-15%	13	-0.3	4	-0.3	3%
CC(=O)Oc1c(Cl)cc(Cl)cc1/C=C/c1ccc2ccccc2n1
    7	19%	12%	3%	-9	0.9	11	2.6	10%
COc1ccccc1-c1cc(C(=O)NN)[nH]n1
    -10	3%[57.1 µM]	-6%[57.1 µM]	8%	-16	-0.7	2	-0.8	-5%
CCOC(=O)N1CCC(NC(=O)C2CCCN(S(=O)(=O)c3cccc4nsnc34)C2)CC1 (configuration not stated)
    1	-14%	-14%	-3%	8	-0.8	-5	0.3	-2%
COc1ccc(Cl)cc1NC(=S)N(Cc1ccc(C(=O)O)cc1)Cc1ccc(OC)c(OC)c1
    0	-12%	-16%	-12%	-8	-0.7	-20	-0.9	0%
COc1ccc(C(=O)/C=C/Nc2ccc(C)cn2)cc1OC
    -8	11%	-7%	-20%	-7	0.0	1	-0.4	2%
CC(C)OC(=O)NC(Nc1ccccc1C(=O)O)(C(F)(F)F)C(F)(F)F
    5	36%[activator]	6%	-5%	18	0.6	1	1.2	-6%
Cc1cc(-c2onc(C)c2C(=O)O)no1
    3	-20%[57.1 µM]	14%[57.1 µM]	-6%	7	-1.0	26	-0.5	7%
Cc1cc2cc(CNC(=O)c3cc4ccccc4o3)ccc2n1C
    nt	nt	nt	nt	-5	1.3	10	-0.1	nt
O=C(c1ccc(F)cc1)N1CCC(c2nc3ccccc3o2)CC1
    -1	1%	19%	-8%	nt	0.7	5	0.1	-10%
O=C(NCc1ccccc1)c1ccc(Br)cc1
    -2	6%[57.1 µM]	23%[57.1 µM]	-1%	10	-0.9	0	-0.3	19%
COc1ccc(OC)c(CNC(=O)c2ccc(Sc3ccc(C)cc3)c(N)c2)c1
    -5	19%[57.1 µM]	11%[57.1 µM]	14%	nt	0.7	1	0.1	-8%
CC1(C)CC(=O)C2=C(C1)Nc1ccccc1NC2c1cc(Cl)ccc1O (configuration not stated)
    1	-3%[57.1 µM]	15%[57.1 µM]	-10%	-2	0.7	1	0.9	10%
COc1ccccc1NC(=O)Nc1nnc(C(C)c2ccccc2)s1 (configuration not stated)
    -2	-2%	40%[11.4 µM]	-9%	-3	0.7	9	1.0	0%
COc1ccccc1C(=O)N/C(=C\c1cn(C)c2ccccc12)C(=O)NCCCn1ccnc1
    -10	2%	-22%	-24%	-4	0.0	-6	0.4	4%
COc1cc(OC)cc(C(=O)c2c(C)c(C#N)c3ccccn23)c1
    4	-5%	13%	-18%	-5	13	-15	-1.3	1%
CC1CCC(NC(=O)CN2CCC(n3nnc4cc(F)ccc43)CC2)CC1 (configuration not stated)
    2	10%[57.1 µM]	20%[57.1 µM]	-7%	41*	0.6	-4	-0.6	1%
COc1ccc(COc2cc(-c3cccc(OC)c3)nc3ccc(NC(=O)c4ccc(Cl)cc4)cc23)cc1
    6	1%	-8%	-16%	12	-0.5	0	0.8	-3%
CC(=O)c1cccc(S(=O)(=O)NCCC(=O)O)c1
    0	2%	6%	-20%	3	2.0	-11	0.3	6%
COc1cccc(C2C3=C(N=c4s/c(=C\c5ccccc5O)c(=O)n42)c2ccccc2CC3)c1OC (configuration not stated)
    nt	nt	nt	nt	12	-0.2	-11	1.1	nt

Assay outcomes deposited in PubChem BioAssay by National Center for Advancing Translational Sciences (NCATS).
